# HCT116 bCat-KO: beta-catenin-lacking colon tumor cell growth suppression; HCT116 beta-catenin knockout viability, CellTiter-Glo, 60 h; hits give low values; viability, % at 10 µM; hit rate 1.5% among 140,000; AID 818;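 active means viability at or under a set limit, the compound median less 4 SD, cut at about 6% in these data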;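 further: 0% = Hyamine 1622 control at 20 µM and 100% = untreated cell control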
# BB579 growth dn: yeast BB579 growth reduction in restrictive medium | inhibition, % at 10 µM | hit rate 0.51% among 140,000 | S. cerevisiae BB579 growth, OD615, 48 h;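 active means inhibition above a set limit, 3 SD over the mean compound inhibition, cut at about 44% in these data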; further: inactives centre near -24
#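 Detection: OD615 turbidity measurement; Material: Saccharomyces cerevisiae DeaD strain BB579, replicative lifespan model yeast; Timing: 48 h exposure, 30 °C; Doses: single 10 µM dose; Medium: CSMM-D restrictive synthetic medium containing dextrose (glucose); Controls: amphotericin B at 10 µg/mL as positive control.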
# Yeast life ext: extends the lifespan of yeast; S. cerevisiae growth with nicotinamide, OD615; deaD strain in restrictive glucose medium; inhibition of the nicotinamide effect, % at 10 µM; hit rate 0.68% among 130,000; AID 775;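 active means inhibition above a set limit, placed 3 SD over the median of all compounds, cut at about 26% in these data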;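 further: 0% = nicotinamide-treated wells and 100% = cells grown without nicotinamide; some compounds called inactive have numbers as strong as hits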
#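 Assay system: engineered S. cerevisiae DeaD replicative-lifespan strain, galactose-grown log-phase cells; Buffer or medium: CSMM-D glucose medium, restrictive; Probe or stimulus: nicotinamide 1.5 mM; Compound: single dose 10 µM compound, 0.25% DMSO; Schedule: 4 h preincubation then 48 h treatment at 30 °C; Technique: OD615 measurement.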
# E-sel TNF inh: blocks E-selectin expression induced by TNF alpha; HUVEC TNFa-induced E-selectin immunofluorescence, high content; inhibition, % at 2 µM; hit rate 0.71% among 120,000;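 active means inhibition above the batch mean plus 3 SD, and confirmed as a hit on visual image review, cut at about 43% in these data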;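 further: 0% = TNF-stimulated DMSO wells and 100% = unstimulated control wells; not every result past the cut was called active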
# NPY Y2 blocker: blocks the human neuropeptide Y Y2 receptor; P49146; NPY-Y2 expressing cells, antagonist mode; inhibition, % at 2.7 µM; hit rate 0.99% among 140,000; in the data active means inhibition above about 17%;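 further: 0% = vehicle with agonist challenge and 100% = reference antagonist with challenge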
# Target sequence (P49146 whole entry, looked up): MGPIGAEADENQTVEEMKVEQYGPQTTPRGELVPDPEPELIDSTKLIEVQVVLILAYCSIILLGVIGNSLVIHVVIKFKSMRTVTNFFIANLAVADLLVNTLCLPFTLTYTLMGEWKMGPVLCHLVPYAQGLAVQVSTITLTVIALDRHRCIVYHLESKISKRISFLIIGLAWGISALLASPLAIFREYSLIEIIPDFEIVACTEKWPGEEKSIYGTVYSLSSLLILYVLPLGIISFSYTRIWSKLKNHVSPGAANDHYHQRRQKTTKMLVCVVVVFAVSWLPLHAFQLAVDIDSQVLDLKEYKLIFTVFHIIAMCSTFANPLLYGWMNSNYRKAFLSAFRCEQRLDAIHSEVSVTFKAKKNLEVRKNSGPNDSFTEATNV
# HCT116 PTEN-null: growth suppressors of cells with PTEN tumor suppressor deletion | hit rate 1.2% among 140,000 | HCT116 PTEN-null viability, CellTiter-Glo, 60 h; hits give low values | viability, % at 10 µM | AID 827;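 active means viability at or below a set limit, 4 SD under the median of all tested compounds, cut at about 3.7% in these data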;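 further: PTEN knockout HCT116 line with beta catenin targeted HCT116 as companion control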
# GALR2 blocker: antagonists of human galanin receptor 2 (GALR2); AID 828; GALR2-expressing cells, antagonist mode; inhibition, % at 4 µM; hit rate 0.39% among 140,000; in the data active means inhibition above about 27%;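 further: cells stimulated with galanin 1-16 at roughly its EC80; 0% = agonist challenge control and 100% = basal control without agonist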
# Target sequence (O43603 whole entry, looked up): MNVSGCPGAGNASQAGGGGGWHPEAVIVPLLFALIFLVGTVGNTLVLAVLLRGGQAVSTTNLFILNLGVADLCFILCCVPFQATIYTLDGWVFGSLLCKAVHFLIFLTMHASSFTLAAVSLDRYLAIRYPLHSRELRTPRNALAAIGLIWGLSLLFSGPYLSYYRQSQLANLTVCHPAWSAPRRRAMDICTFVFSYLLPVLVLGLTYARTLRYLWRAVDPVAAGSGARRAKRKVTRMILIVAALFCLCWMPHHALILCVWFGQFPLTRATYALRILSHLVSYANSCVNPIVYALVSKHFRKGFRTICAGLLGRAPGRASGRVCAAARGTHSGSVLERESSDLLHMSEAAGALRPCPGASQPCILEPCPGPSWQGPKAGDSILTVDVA
# Measles CPE: protection of cells from measles virus | protection (pct of control), % at 4 µM | Measles virus-infected cells, CPE protection, absorbance | hit rate 1.5% among 140,000; in the data active means protection mostly above about 24%, no sharp cut-off; inactive means mostly below about 26%; further: some compounds called inactive have numbers as strong as hits
# MRP-1 activ: activates MRP-1; H69AR cells + doxorubicin, viability rescue, CellTiter-Glo; viability increase, % at 10 µM; hit rate 0.61% among 140,000; AID 799;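 active means viability gain under doxorubicin at or above a set limit, the compound median plus 3 SD, cut at about 4.7% in these data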;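 further: MRP-1 overexpressing cells given doxorubicin 25 µM after compound pretreatment; 18-22 h compound pretreatment then 72 h with doxorubicin before readout; 0% = doxorubicin-only wells and 100% = vehicle-treated cells without doxorubicin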
# Phagocytosis inh: macrophage phagocytosis inhibition. AID 1029. J774A.1 macrophage IgG-bead phagocytosis, imaging. hit rate 0.07% among 110,000. inhibition, % at 5 µM;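 active means inhibition above the mean of the plate negative controls plus 5 SD, cut at about 13% in these data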;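 further: phagocytic index as fraction of beads internalized from green versus red external bead signal; plate controls were DMSO negative control for no effect and cytochalasin-D positive control for full effect; some results beyond the cut were filed as inactive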
# Numbers without * were called inactive; x = no result given. Random draw from the library; overall some 6.1% were active at least once.
SMILES,HCT116 bCat-KO,BB579 growth dn,Yeast life ext,E-sel TNF inh,NPY Y2 blocker,HCT116 PTEN-null,GALR2 blocker,Measles CPE,MRP-1 activ,Phagocytosis inh
CN(C)S(=O)(=O)c1ccc(C(=O)Nc2cccnc2)cc1,100,-5,-1,8,2,98,-5,5,-0.9,x
Cc1ccc(NC(=O)CSc2nnc(-c3ccncc3)n2C)cc1C,100,-18,-1,-45,1,96,5,9,-1.3,1
CC(=O)NCCNC(=O)CCNC(=O)c1ccc(Cl)cc1,101,-26,2,-1,2,93,-21,6,0.8,-1
COc1ccc(-c2oc(NC(=O)CSc3nncn3C)c(C#N)c2-c2ccc(OC)cc2)cc1,16,-49,-13,x,1,18,-3,8,-6.0,-2
COc1ccccc1C1CC(=O)NC(C)=C1C(=O)OCC1CCCO1 (centres undefined),93,7,-15,14,5,101,0,25,-4.2,x
CCOc1ccc(C2c3c(oc4ccccc4c3=O)C(=O)N2CCCN2CCOCC2)cc1 (centres undefined),95,-15,-7,x,4,91,-13,10,-3.1,-1
COCCN1C(=O)C(=O)/C(=C(/O)c2ccc(OC(C)C)cc2)C1c1cccnc1 (centres undefined),96,-33,-10,1,0,96,-10,21,-0.5,-1
CC1(C)Cc2cccc(OCC(=O)N3CCN(S(=O)(=O)c4ccccc4)CC3)c2O1,96,-25,-18,-3,-1,100,5,3,-2.2,1
CSc1nc2n(n1)C(c1cccc(F)c1)C(C(=O)Nc1ccc(C)cc1C)=C(C)N2 (centres undefined),99,-60,-11,x,1,92,-7,3,-1.0,x
N#CC1=C(N)NC(SCC(=O)c2ccc(Cl)cc2)=C(C#N)C12CCCC2,65,-38,-5,-6,4,60,2,18,0.8,x
COC(=O)c1sccc1N/N=C/c1cccc(Oc2ccccc2)c1,46,-79,5,14,-1,44,-4,18,3.9,-13
CCCN(CCC)c1nc(N)c(C#N)c(CC#N)c1C#N,96,-58,-5,13,5,88,-8,1,-1.5,0
COc1cc2c(cc1OC)-c1nnnn1C(C)(C)C2,89,-47,-11,-2,3,104,-2,8,-0.9,1
CCOC(=O)COc1nc(C)c(Br)c(OC)n1,105,-32,-5,x,1,103,5,8,0.6,-3
COc1nc(-c2ccccc2Cl)ccc1C#N,92,-40,-11,-20,1,95,-7,10,-0.3,0
Cc1cc2cc(CN(Cc3ccc4c(c3)OCO4)C(=O)c3ccco3)c(=O)[nH]c2cc1C,42,-25,-7,-18,1,30,9,2,-2.4,-1
Cc1c(NC(=O)/C=C/C(=O)O)cccc1[N+](=O)[O-],99,-9,11,-34,9,86,10,18,-2.0,x
O=C(O)Cc1ccc(NC(=S)Nc2cccc(Cl)c2Cl)cc1,102,-7,24,-5,2,99,13,4,-3.4,-2
COC(=O)c1[nH]c2cc(OC)c(OC)cc2c1NC(=O)Oc1ccccc1,96,-30,-7,10,2,101,-24,9,0.8,-2
Cc1cc(Cl)ccc1OCC(=O)OC(C)C(=O)N(C)C (centres undefined),98,-24,-6,x,2,88,-12,0,-0.5,0
Cc1cc([N+](=O)[O-])cnc1NC(C)c1ccccc1 (centres undefined),98,-40,1,35,-1,99,-12,10,-1.7,x
CC1=CC(C)(C)N(C)C(=O)N1c1ccc(Cl)cc1,83,-42,-8,14,1,82,2,2,0.6,x
CC(=O)C1=C(C)N(Cc2ccco2)C(=O)C1(NC(=O)C1CCCCC1)C(F)(F)F (centres undefined),94,-17,-11,-2,5,98,-17,0,-1.1,0
COC(=O)c1c(NC(=O)CN2CCCC(C)C2)c2c(C)cccc2n1C (centres undefined),72,1,-3,25,13,65,5,14,-1.6,-1
CCN(Cc1ccccc1)C(c1cccs1)c1nnnn1C1CCCCC1 (centres undefined),59,-11,-1,7,9,73,6,2,-1.3,0
c1ccc(-c2noc(-c3cccs3)n2)nc1,69,-8,x,-8,-1,73,-5,14,-1.2,x
O=C(Nc1cccc(C(F)(F)F)c1)c1cc(-c2ccc(F)cc2)on1,102,-31,1,24,24*,93,1,2,3.6,1
COc1ccc(OCC(O)Cn2c(=N)n(Cc3ccccc3)c3ccccc32)cc1 (centres undefined),0.8*,-15,3,3,32*,1.4*,29*,4,-6.9,0
O=C(CSc1nc2ccccc2s1)NCCOc1ccc(Cl)cc1,83,6,-8,-25,20*,91,3,4,-0.2,x
O=C(Nc1cc(S(=O)(=O)N2CCOCC2)ccc1O)c1ccc(NS(=O)(=O)c2ccc(Cl)s2)cc1,100,-27,-1,x,3,103,15,11,-0.9,-14
CC1CN(C(NC(=O)C(C)(C)C)C(Cl)(Cl)Cl)CC(C)O1 (centres undefined),102,7,-2,x,0,106,-1,7,-0.1,x
Cc1ccc(N2C(=O)c3ccc(C(=O)N4CCOCC4)cc3C2=O)cc1C,108,-13,x,-33,0,99,-14,35,0.4,x
COc1ccc(S(=O)(=O)N2CCCC(C(=O)NCc3ccccn3)C2)cc1 (centres undefined),92,-8,-8,15,4,94,3,4,-0.9,1
Cc1ccc([N+](=O)[O-])cc1-c1ccc(/C=N\n2nnnc2N)o1,39,-16,-4,x,4,81,5,8,-2.2,-5
COC(=O)c1ccc(NC(=O)C(=O)NCC2CCCO2)cc1 (centres undefined),96,5,-7,17,2,96,3,2,-1.0,x
CS(=O)(=O)N(CC(=O)NCc1ccccn1)Cc1ccc(Cl)cc1,96,-16,-2,-9,4,90,1,9,-2.6,x
Cn1nc(C(F)(F)F)cc1C(=O)NC1CCCCCC1,87,-62,4,-2,-3,90,-1,18,-0.2,x
Cc1nn(Cc2ccccc2)c2c1C(c1cccc(Cl)c1)C(C#N)=C(N)O2 (centres undefined),102,-100,12,-32,1,92,2,23,-0.4,-2
Cc1cccc(NC(=O)c2cc(N3CCOCC3)nc3ccccc23)c1,99,-33,-11,x,4,85,12,4,-2.4,0
CN1CCc2nc3sc(C(=O)C45CC6CC(CC(C6)C4)C5)c(N)c3cc2C1,3.5*,-9,37,x,-1,0.6*,16,17,-5.2,-1
O=C(COc1ccc(Br)cc1)c1ccc2c(c1)CCCC2,79,-48,-2,17,16,75,-6,51,5.1*,x
O=C(Nc1ccccc1)N1CCN(c2ccc(F)cc2)CC1,104,-11,x,-4,2,96,-6,6,-0.1,x
COc1ccc(-c2cc(C(=O)Nc3ccccc3SC)no2)cc1,91,-47,-2,-10,2,85,-2,5,-1.6,2
CSc1ncccc1C(=O)OCC(=O)NC(=O)NCCC(C)C,107,-59,-10,2,3,108,13,12,0.1,1
Cc1cccc(Cn2c(C(=O)OC(C)C)cc3c2ccn3C)c1,80,7,-4,-8,8,87,5,17,-2.8,0
Cc1cc(OCc2cc3c(cc2Cl)OCO3)c2c(C)cc(=O)oc2c1,82,-32,-4,11,2,82,-6,15,-2.5,-8
CSc1cc(-c2ccc(Cl)cc2)c(C(=O)NC(C)C)s1,88,-18,-7,9,2,90,-6,9,-2.4,x
O=C(c1ccccc1F)N(Cc1ccccc1)C1CCS(=O)(=O)C1 (centres undefined),100,-30,-3,x,0,106,-27,12,-1.6,-1
Cc1cc(=O)oc(C)c1C(=O)NCc1ccc(F)cc1,103,-5,-21,x,0,87,-2,26,-1.9,0
O=C1CSc2ccccc2N1Cc1ccc(F)cc1,74,-12,-8,5,1,86,-7,21,-3.6,1
COc1ccc(-c2nnc(SCc3nnc(-c4ccccc4)o3)n2C)cc1OC,111,4,-9,5,0,97,0,4,-1.2,-1
CCNC(=O)C1CC(=O)N(Cc2ccc(F)cc2)C(=Nc2ccc(OC)cc2)S1 (centres undefined),87,-51,-5,5,2,88,6,13,-1.4,-1
CCCN(CCC)C(=O)COc1cc(=O)n(CC)c2ccccc12,102,-1,-5,x,1,99,4,15,-1.3,0
COc1cccc(NC(=O)C(OC(=O)/C=C/c2ccc3c(c2)OCO3)c2ccccc2)c1 (centres undefined),85,-70,-4,22,1,97,-7,4,-1.1,0
CC(=O)/C(=N/Nc1ccc(C)cc1)Sc1nnc(CCc2ccccc2)n1-c1ccccc1,57,-76,9,5,1,52,2,9,2.8,-11
O=C(CN(C(=O)CNS(=O)(=O)c1ccccc1)c1ccc2c(c1)OCCO2)NCc1ccco1,93,-1,-14,x,0,90,-5,4,-2.6,0
CCOc1cc2[nH]c(=O)n(CCCC(=O)NCc3ccc(OC)cc3)c(=O)c2cc1OCC,78,-36,-12,x,1,86,-9,5,-2.3,x
CCCc1[nH]n(-c2ccc(F)cc2)c(=O)c1C=Nc1cccc(F)c1,34,-33,4,x,9,34,-8,10,-4.0,19
O=[N+]([O-])c1cc(-c2nnc(Nc3ccccc3)c3ccccc23)ccc1N1CCOCC1,93,-46,3,49,3,89,1,6,0.6,x
COc1cccc(-c2cc3c(-n4cccc4)ncnc3o2)c1,73,-31,-7,-9,3,70,11,13,-4.2,5

# The list continues:
SMILES,HCT116 bCat-KO,BB579 growth dn,Yeast life ext,E-sel TNF inh,NPY Y2 blocker,HCT116 PTEN-null,GALR2 blocker,Measles CPE,MRP-1 activ,Phagocytosis inh
CCNC(=O)NC(=O)C(C)OC(=O)CCCSc1nc2ccccc2s1 (centres undefined),94,4,-3,-5,5,96,0,10,-2.3,-1
N#Cc1cn(Cc2cccc(Cl)c2)c2ccccc12,73,-27,-16,16,0,80,6,5,-2.7,0
O=C(/C=C/c1cccc([N+](=O)[O-])c1)c1ccc2c(c1)OCCO2,15,-23,-2,x,5,11,-2,16,-4.6,-5
CC(C)C[C@@H]1NC(=O)[C@H](Cc2ccc(O)cc2)NC(=O)[C@H](CCC(N)=O)NC(=O)c2cc([N+](=O)[O-])cc(I)c2NCC[C@@H](C(N)=O)NC1=O,91,-33,6,x,2,91,-6,17,-0.4,x
CC(c1nnc(SCC(=O)Nc2ccc3[nH]c(=O)[nH]c3c2)n1Cc1ccccc1)N(C)C (centres undefined),94,-30,-11,-12,0,100,0,3,-1.2,0
O=C(Nc1ccccc1)Nc1ccc(S(=O)(=O)N2CCCCC2)cc1,59,-52,17,-4,0,33,4,4,-1.8,-1
Cc1ccc(C(=O)Nc2sc3c(c2C(=O)O)CCCCC3)o1,71,-85,1,x,4,53,0,15,-0.1,1
C/C(CC(=O)Nc1ccc(N(C)C)cc1)=N\NC(=O)c1ccccn1,91,-45,-1,x,1,97,1,9,-2.8,1
O=C(CN1CCC(O)(c2ccccc2F)CC1)NCCc1c[nH]c2ccccc12,55,-27,-10,-4,5,59,1,4,-4.0,0

# 3 structures already listed, arranged by length of the SMILES, low to high:
SMILES,HCT116 bCat-KO,BB579 growth dn,Yeast life ext,E-sel TNF inh,NPY Y2 blocker,HCT116 PTEN-null,GALR2 blocker,Measles CPE,MRP-1 activ,Phagocytosis inh
COc1nc(-c2ccccc2Cl)ccc1C#N,92,-40,-11,-20,1,95,-7,10,-0.3,0
CCCN(CCC)c1nc(N)c(C#N)c(CC#N)c1C#N,96,-58,-5,13,5,88,-8,1,-1.5,0
Cc1cccc(NC(=O)c2cc(N3CCOCC3)nc3ccccc23)c1,99,-33,-11,x,4,85,12,4,-2.4,0

# Screening results: PubChem, several laboratories
